Screens (PubChem)
IDH1 R132H inh = inhibitors of IDH1 R132H reductase, primary screen, biochemical, plate reader, single point | diaphorase/resazurin fluorescence, 60 min | inhibition, % at 10 µM | 70,000 compounds, 0.18% hits | AID 624101, 2012; in the data active means inhibition above about 34%;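 further: 0% = DMSO and 100% = no enzyme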
PRC2 inh = EZH2/PRC2 methyltransferase inhibitors, primary screen, biochemical, DELFIA time-resolved fluorescence, single point | Histone-lysine N-methyltransferase EZH2 (Homo sapiens), Q15910 | PRC2 H3K27 methylation, DELFIA TRF, 1 h | inhibition, % at 12.5 µM | 57,000 compounds, 0.35% hits;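 active means mean inhibition of replicates at least 50% and every single replicate also reaching 50%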;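 further: dimethyl H3K27 on biotinylated H3 21-44 peptide detected by antibody; plate controls were median neutral control wells for no effect and median positive control wells for full effect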
Target sequence (Q15910 whole entry, looked up): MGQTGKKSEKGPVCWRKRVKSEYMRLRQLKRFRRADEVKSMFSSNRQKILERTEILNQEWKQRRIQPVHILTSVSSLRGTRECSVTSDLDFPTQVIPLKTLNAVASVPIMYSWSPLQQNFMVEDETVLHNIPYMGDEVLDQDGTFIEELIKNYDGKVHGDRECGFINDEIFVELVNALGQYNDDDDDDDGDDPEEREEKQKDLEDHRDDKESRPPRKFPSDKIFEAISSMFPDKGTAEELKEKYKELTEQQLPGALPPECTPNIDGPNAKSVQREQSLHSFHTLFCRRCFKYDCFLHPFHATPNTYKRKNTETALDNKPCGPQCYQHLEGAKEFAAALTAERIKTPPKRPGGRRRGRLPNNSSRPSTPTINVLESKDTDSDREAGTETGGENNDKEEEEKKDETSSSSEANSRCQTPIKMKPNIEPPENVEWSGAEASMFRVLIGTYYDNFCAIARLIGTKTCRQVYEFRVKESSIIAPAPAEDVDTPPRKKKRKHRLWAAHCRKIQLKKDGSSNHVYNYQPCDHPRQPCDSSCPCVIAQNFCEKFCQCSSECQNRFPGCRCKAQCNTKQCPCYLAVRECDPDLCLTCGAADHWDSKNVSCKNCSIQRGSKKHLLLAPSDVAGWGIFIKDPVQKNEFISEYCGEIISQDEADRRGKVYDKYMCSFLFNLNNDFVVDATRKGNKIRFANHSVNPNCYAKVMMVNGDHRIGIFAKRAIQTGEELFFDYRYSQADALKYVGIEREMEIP
Starred values were filed as active, the others as inactive; / = no result given. These rows are one share of the data, so the mix of outcomes need not match the whole.

SMILES,IDH1 R132H inh,PRC2 inh
CNC[C@@H]1Oc2cc(C#Cc3ccccc3OC)ccc2S(=O)(=O)N([C@@H](C)CO)C[C@H]1C,0.0,-37.2
C[C@H](CO)N1C[C@H](C)[C@@H](CN(C)S(=O)(=O)c2cn(C)cn2)Oc2c(NC(=O)c3cnccn3)cccc2C1=O,1.3,/
C[C@H](CO)N1C[C@H](C)[C@H](CN(C)C(=O)C2CCC2)Oc2cc(C#CC(C)(C)O)ccc2S1(=O)=O,-3.7,4.7
CCOC(=O)c1ccccc1NC(=O)c1cc(Cl)ccc1NC(=O)c1ccc(OC)cc1,-0.2,3.7
C[C@@H]1CC[C@]2(C(=O)O)CC[C@]3(C)C(=CCC4[C@@]5(C)CC[C@H](O)C(C)(C)C5CC[C@]43C)C2[C@H]1C (stereo not given in full),-0.1,/
CC(C)NC(=O)Nc1ccc2c(c1)CC(=O)N([C@H](C)CO)C[C@H](C)[C@@H](CN(C)Cc1ccccc1)O2,2.3,-2.2
O=C(C[C@@H]1C[C@H]2c3cc(NC(=O)Nc4ccccc4)ccc3O[C@H]2[C@H](CO)O1)NC1CCCC1,4.0,3.6
CC1(C)S[C@@H]2[C@H](NC(=O)[C@H](N)c3ccc(O)cc3)C(=O)N2[C@H]1C(=O)O,-0.1,/
COc1cc2c(cc1NC(=O)COC(C)=O)oc1ccccc12,-0.2,0.5
O=C(C[C@@H]1C[C@@H]2c3cc(NC(=O)C4CCC4)ccc3O[C@@H]2[C@H](CO)O1)NCc1ccc(-c2ccccc2)cc1,-0.3,-11.5
CC(C)NC(=O)N(C)C[C@H]1Oc2ccc(NC(=O)Nc3ccccc3)cc2CC(=O)N([C@@H](C)CO)C[C@@H]1C,0.6,/
O=C(NCC[C@@H]1CC[C@@H](NS(=O)(=O)Cc2ccccc2)[C@H](CO)O1)C1CCCC1,0.2,5.6
O=C(C[C@H]1CC[C@@H](NC(=O)c2cccc(F)c2)[C@@H](CO)O1)Nc1nccs1,0.3,6.7
CC(C)c1ccccc1OCC(=O)Nc1ccccc1C(N)=O,-0.3,-1.9
C[C@H](CO)N1C[C@H](C)[C@H](CN(C)Cc2cccc(F)c2)OCc2ccccc2-c2ccccc2C1=O,-1.8,11.2
CO[C@@H](CN(C)C(=O)c1ccc2c(c1)OCO2)[C@@H](C)CN([C@H](C)CO)S(=O)(=O)c1ccc(Cl)cc1,0.0,3.3
CN(C)CC(=O)Nc1ccc2c(c1)[C@H]1C[C@H](CC(=O)NCc3ccc4c(c3)OCO4)O[C@@H](CO)[C@H]1O2,-0.5,-21.3
CC(=O)N(C)C[C@H]1Oc2ncc(-c3cncnc3)cc2C(=O)N([C@@H](C)CO)C[C@H]1C,2.1,-6.0
COc1cc(S(=O)(=O)NCc2ccco2)ccc1Br,-0.1,-19.1
Cc1noc(C)c1NC(=O)N(C)C[C@H]1OCc2ccccc2-c2ccccc2C(=O)N([C@H](C)CO)C[C@@H]1C,0.1,7.2
C[C@H]1CN([C@@H](C)CO)C(=O)Cc2cc(NC(=O)Nc3ccccc3)ccc2O[C@H]1CN(C)CC1CCCCC1,0.3,/
COC(=O)CNC(=O)c1cn(-c2ccccc2)nc1-c1cccs1,-0.7,/
O[C@]12CO[C@H](c3ccc4c(c3)OCO4)[C@H]1CO[C@@H]2c1ccc2c(c1)OCO2,-0.4,11.7
C=C[C@@]1(C)CC(=O)[C@]2(O)[C@@]3(C)[C@@H](O)CCC(C)(C)[C@@H]3[C@H](O)[C@H](OC(C)=O)[C@@]2(C)O1,1.8,/
C[C@@H]1CCCCO[C@H](CN(C)C(=O)c2ccccc2)[C@@H](C)CN([C@@H](C)CO)C(=O)c2cc(NC(=O)NC3CCCCC3)ccc2O1,1.2,/
O=C(C[C@H]1C=C[C@@H](NC(=O)c2ccncc2)[C@@H](CO)O1)NCC1CC1,0.0,15.2
COc1cccc(S(=O)(=O)N[C@@H]2CC[C@H](CCN)O[C@@H]2CO)c1,0.0,-11.9
Cc1ccc(-c2cnc3c(c2)C(=O)N([C@@H](C)CO)C[C@@H](C)[C@H](CN(C)C(=O)Cc2ccccc2)O3)cc1,-0.7,/
O=C(C[C@H]1C=C[C@H](NS(=O)(=O)c2ccccc2)[C@@H](CO)O1)NCc1ccncn1,-0.2,-7.9
C[C@@H]1CN([C@H](C)CO)C(=O)Cc2cc(NC(=O)CCC(F)(F)F)ccc2O[C@H]1CN(C)C(=O)Nc1ccc(C(F)(F)F)cc1,1.6,/
COc1ccc(CNC(=O)c2cc3c(c(-c4cccc(-c5cccc(C#N)c5)c4)n2)[C@@H](CCO)N([S@](=O)C(C)(C)C)C3)cc1,0.0,4.4
O=C(N[C@H]1CC[C@@H](CCNC(=O)C2CC2)O[C@H]1CO)c1ccccn1,0.3,3.4
C[C@H](CO)N1C[C@H](C)[C@@H](CN(C)C(=O)CCC(F)(F)F)OCc2cn(nn2)CCCC1=O,1.2,-2.8
C[C@@H]1CN([C@H](C)CO)C(=O)c2cc(NC(=O)Cc3ccccc3)ccc2O[C@H]1CN(C)C(=O)Nc1ccccc1,0.5,3.1
C[C@H](CO)N1C[C@H](C)[C@H](CN(C)S(=O)(=O)c2ccc(F)cc2)Oc2ccc(NC(=O)Nc3ccc(C(F)(F)F)cc3)cc2CC1=O,-2.5,/
CC(C)NC(=O)N(C)C[C@H]1OCCCC[C@H](C)Oc2ccc(NC(=O)CCC(F)(F)F)cc2C(=O)N([C@@H](C)CO)C[C@H]1C,0.7,-16.5
CCCN(C)C[C@H]1Oc2ncc(-c3ccccc3F)cc2C(=O)N([C@H](C)CO)C[C@@H]1C,0.3,-15.6
COc1cccc(NC(=O)N(C)C[C@@H]2Oc3ncc(C#Cc4ccc(F)cc4)cc3C(=O)N([C@H](C)CO)C[C@H]2C)c1,-0.4,/
CCCN(C)C[C@H]1Oc2ncc(Br)cc2C(=O)N([C@H](C)CO)C[C@@H]1C,0.9,5.7
CNC[C@@H]1Oc2ccc(NC(=O)NC(C)C)cc2CC(=O)N([C@H](C)CO)C[C@@H]1C,1.9,0.6
Cc1ccccc1-c1cnc2c(c1)C(=O)N([C@H](C)CO)C[C@H](C)[C@H](CN(C)C(=O)c1cccnc1)O2,-5.3,2.1
O=C(N[C@@H]1C=C[C@H](CC(=O)N2CCCCC2)O[C@H]1CO)c1ccc2c(c1)OCO2,0.2,4.5
C[C@H](CO)N1C[C@H](C)[C@@H](CN(C)C(=O)Nc2ccc(C(F)(F)F)cc2)Oc2ccc(NS(C)(=O)=O)cc2C1=O,/,-0.2
COCC(C)NS(=O)(=O)c1ccc(NC(C)=O)cc1 (stereo not given),0.0,-7.2
C[C@H](CO)N1C[C@H](C)[C@@H](CN(C)Cc2ccncc2)Oc2ccc(NC(=O)Nc3ccccc3)cc2C1=O,1.6,8.3
O=C(CSc1nccc(=O)[nH]1)Nc1cccc(I)c1,1.8,-17.1
C[C@@H]1CN([C@@H](C)CO)C(=O)c2cc(NC(=O)C3CC3)ccc2O[C@H]1CN(C)Cc1ccccc1,1.8,2.0
C[C@@H]1CN([C@H](C)CO)C(=O)c2cc(NC(=O)CCN3CCOCC3)ccc2O[C@H]1CN(C)S(=O)(=O)c1ccc(F)cc1,6.7,2.5
COCCOC(=O)N1C(=O)[C@@]2(c3ccccc31)[C@H](C(=O)N1CCc3cc(OC)c(OC)cc3C1)[C@H]1C(=O)O[C@H](c3ccccc3)[C@H](c3ccccc3)N1[C@@H]2c1ccc(O)cc1,/,-22.3
O=C(Nc1ccccc1)N[C@@H]1CC[C@H](CCNS(=O)(=O)c2cccc(F)c2)O[C@H]1CO,0.2,-7.8
O=C(CN1CCOCC1)NCC[C@H]1CC[C@@H](NC(=O)Cc2ccccn2)[C@@H](CO)O1,0.1,10.7
C[C@H](CO)N1C[C@H](C)[C@@H](CN(C)C(=O)NC2CCCCC2)Oc2c(NC(=O)C3CC3)cccc2C1=O,/,-12.3
O=C(C[C@@H]1C=C[C@@H](NS(=O)(=O)c2cccc(F)c2)[C@H](CO)O1)NCc1ccc2c(c1)OCO2,-0.5,6.7
C[C@H]1CCCCO[C@H](CN(C)Cc2ccncc2)[C@@H](C)CN([C@@H](C)CO)C(=O)c2cc(NC(=O)NC3CCCCC3)ccc2O1,/,-0.9
COc1ccc2c(c1)O[C@@H]1COc3cc4c(cc3[C@]1(O)C2=O)OCO4,-0.1,0.8
O=C(CCCCCCC(=O)Nc1ccccc1O)NN=C1CCCCCC1,/,3.9

(list continues)
SMILES,IDH1 R132H inh,PRC2 inh
CNC[C@H]1Oc2ccc(NS(=O)(=O)c3ccc(Cl)cc3)cc2C(=O)N([C@H](C)CO)C[C@@H]1C,5.0,/
CO[C@@H]1CN(C)C(=O)c2ccc(NS(=O)(=O)c3cn(C)cn3)cc2OC[C@@H](C)N(C)C[C@@H]1C,-0.1,5.5
COc1ccc(NC(=O)N[C@@H]2C=C[C@H](CC(=O)NC3CCCCC3)O[C@@H]2CO)cc1,0.0,6.8
CC(=O)N(C)C[C@H]1Oc2cc(Br)ccc2S(=O)(=O)N([C@H](C)CO)C[C@H]1C,-3.6,-2.1
C[C@@H]1CN([C@@H](C)CO)C(=O)c2cc(NC(=O)NC3CCCCC3)ccc2O[C@@H](C)CCCCO[C@H]1CN(C)Cc1ccc(Cl)c(Cl)c1,0.6,/
C[C@H](CO)N1C[C@H](C)[C@@H](CN(C)C(=O)Cc2ccccn2)Oc2ncc(C#C[C@@H](C)O)cc2C1=O,/,12.1
COc1ccc(CN(C)C[C@@H]2Oc3ccc(NC(=O)Nc4ccc(C(F)(F)F)cc4)cc3CC(=O)N([C@@H](C)CO)C[C@@H]2C)cc1,-0.5,/
C[C@@H]1CN([C@@H](C)CO)C(=O)c2cc(NC(=O)Nc3ccc(C(F)(F)F)cc3)ccc2O[C@@H]1CN(C)Cc1ccc(Oc2ccccc2)cc1,0.0,/
O=C(C[C@H]1C=C[C@H](NC(=O)c2ccc(F)cc2)[C@H](CO)O1)NCc1ccncn1,-0.1,3.5
CO[C@@H]1CC[C@@H]2CCN(C)C(=O)[C@@H](C)[C@H](OC)CN(C)C(=O)c3cc(C#N)ccc3OC[C@@H]1O2,0.0,10.6
CN(C)CC(=O)Nc1ccc2c(c1)[C@H]1C[C@@H](CC(=O)N(C)C)O[C@H](CO)[C@H]1O2,-1.3,-3.7
COCC(=O)Nc1ccc2c(c1)OC[C@@H](C)N(C(=O)c1ccncc1)C[C@H](C)[C@H](OC)CN(C)C2=O,0.0,-5.5
Brc1cc(Br)c2ncc(-c3ccc4ccccc4n3)cc2c1,0.8,-8.5
CO[C@@H]1CN(C)C(=O)c2cc(NC(=O)Cc3ccccc3)ccc2OC[C@@H](C)N(CC2CC2)C[C@@H]1C,0.1,6.0
COc1ccc(NC(=O)Nc2ccc3c(c2)CC(=O)N([C@H](C)CO)C[C@@H](C)[C@@H](CN(C)Cc2ccc(Cl)c(Cl)c2)O3)cc1,2.6,/
Cc1ccc(S(=O)(=O)Nc2ccc3c(c2)CC(=O)N([C@@H](C)CO)C[C@H](C)[C@H](CN(C)C(=O)Nc2ccc(C(F)(F)F)cc2)O3)cc1,-0.2,/

Among those listed so far, five have a Cl atom:
SMILES,IDH1 R132H inh,PRC2 inh
CCOC(=O)c1ccccc1NC(=O)c1cc(Cl)ccc1NC(=O)c1ccc(OC)cc1,-0.2,3.7
CO[C@@H](CN(C)C(=O)c1ccc2c(c1)OCO2)[C@@H](C)CN([C@H](C)CO)S(=O)(=O)c1ccc(Cl)cc1,0.0,3.3
CNC[C@H]1Oc2ccc(NS(=O)(=O)c3ccc(Cl)cc3)cc2C(=O)N([C@H](C)CO)C[C@@H]1C,5.0,/
C[C@@H]1CN([C@@H](C)CO)C(=O)c2cc(NC(=O)NC3CCCCC3)ccc2O[C@@H](C)CCCCO[C@H]1CN(C)Cc1ccc(Cl)c(Cl)c1,0.6,/
COc1ccc(NC(=O)Nc2ccc3c(c2)CC(=O)N([C@H](C)CO)C[C@@H](C)[C@@H](CN(C)Cc2ccc(Cl)c(Cl)c2)O3)cc1,2.6,/

The list continues:
SMILES,IDH1 R132H inh,PRC2 inh
CC(C)NC(=O)N(C)C[C@H]1Oc2ccc(NC(=O)c3ccncc3)cc2C(=O)N([C@@H](C)CO)C[C@@H]1C,0.1,-4.5
Cc1ccn2c(-c3csc(NCc4ccco4)n3)c(C)nc2c1,2.3,-7.3
C[C@H]1CN([C@@H](C)CO)C(=O)c2cc(-c3ccccc3F)cnc2O[C@H]1CN(C)Cc1cccc(C(=O)O)c1,0.8,0.2
COc1cc(Br)c(CN(CCc2ccc(O)cc2)C(=O)C(F)(F)F)cc1O,10.4,5.8
CC1OC(OCC2(C)C=C3C4CCC5C6(C)CCC(O)C(C)(COC7OC(CO)C(O)C(O)C7O)C6CCC5(C)C4(C)CCC3(C(=O)O)CC2)C(O)C(O)C1O (stereo not given),0.2,-8.4
c1ccc(CNc2ncnc3scc(C4COc5ccccc5O4)c23)cc1 (stereo not given),-0.7,/
C[C@@H]1CN([C@H](C)CO)C(=O)c2cc(NS(=O)(=O)c3ccccc3)ccc2O[C@H]1CN(C)Cc1ccc(C(F)(F)F)cc1,/,-3.7
Cc1sc(NC(=O)COc2ccccc2C(C)C)c(C(N)=O)c1C,0.1,4.7
Cc1ccc(-c2ccc3c(c2)O[C@H](CN(C)Cc2ccc(F)cc2)[C@H](C)CN([C@H](C)CO)S3(=O)=O)cc1,-0.4,/
C[C@@H](NC(=O)C[C@@H]1CC[C@H](NC(=O)C2CCC2)[C@H](CO)O1)c1ccccc1,0.3,-1.1
